Screens (PubChem BioAssay)
EBNA-1 inh = blocks EBNA-1 binding to DNA | EBNA-1 DNA binding, fluorescence polarization | inhibition, % at 14.8 µM | 300,000 tested, 0.34% active; in the data active = inhibition above about 28%
PREPL inh = human PREPL enzyme inhibition | Q4J6C6 | recombinant PREPL, fluorescence polarization activity-based probe | inhibition, % at 5.96 µM | 320,000 tested, 0.68% active | AID 2751; in the data active = inhibition above about 43%;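 note: 0% = enzyme with DMSO and 100% = wells lacking enzyme; many of its hits are not listed in these tables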
PP1 inh = counter-screen for PP5 inhibitors: inhibitors of human PP1-alpha | P62136 | purified PP1alpha, OMFP fluorescence | inhibition, % at 6.7 µM | 320,000 tested, 0.9% active;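 active = inhibition above the mean inhibition of all tested compounds plus 3 SD, computed separately for each screening campaign, cut at about 15% in these data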
Target sequence (P62136 whole entry, looked up): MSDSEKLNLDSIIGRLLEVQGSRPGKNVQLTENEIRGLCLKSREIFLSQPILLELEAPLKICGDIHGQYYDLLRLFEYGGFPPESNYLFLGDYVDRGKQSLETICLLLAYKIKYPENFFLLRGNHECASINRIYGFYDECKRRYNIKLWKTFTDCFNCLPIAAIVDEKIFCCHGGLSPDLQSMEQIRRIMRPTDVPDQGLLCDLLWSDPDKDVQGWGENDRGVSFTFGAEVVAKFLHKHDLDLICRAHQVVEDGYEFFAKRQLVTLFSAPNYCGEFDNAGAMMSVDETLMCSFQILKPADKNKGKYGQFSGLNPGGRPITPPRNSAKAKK
TPT1 inhibitor = inhibitors of Candida albicans tRNA 2'-phosphotransferase TPT1; recombinant caTPT1, FP RNA substrate dephosphorylation; inhibition, % at 5 µM; 300,000 tested, 0.81% active; AID 1962;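 active = inhibition above the mean of all tested compounds plus 3 SD, set per screening campaign, cut at about 24% in these data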;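 note: plate controls were DMSO alone for no effect and ferristatin control at 100 nM for full effect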
CTSL1 counter = counter-screen for PFM18AAP inhibitors: inhibitors of F. hepatica cathepsin L1. recombinant F. hepatica cathepsin L1, Z-Leu-Arg-MCA fluorescence. inhibition, % at 5.96 µM. 300,000 tested, 0.49% active. AID 1906;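 active = inhibition above the mean of all tested compounds plus 3 SD, set per screening campaign, cut at about 17% in these data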;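 note: 0% = plate median of test compound wells and 100% = 1 µM Z-Phe-Ala-diazomethylketone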
HCV core dimer = HCV core protein dimerization inhibition | TR-FRET GST/Flag-core106 dimerization, 1536-well | inhibition, % at 5 µM | 300,000 tested, 0.33% active | AID 1899;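 active = inhibition above the mean of all tested compounds plus 3 SD, set per screening campaign, cut at about 45% in these data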
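Assay system: tagged HCV core106 pair (GST and Flag); medium: KF-containing HEPES buffer, pH 7.45, DTT, CHAPS, BSA; also added: Eu donor and XL665 acceptor anti-tag antibodies; dosing: 5 µM single dose; timing: compound-protein-antibody incubation 4 h at 22.5 °C; signal: TR-FRET 671 and 617 nm emission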
Efflux pump mplx = antifungal efflux pump inhibition, Nile Red retention | inhibition, % at 10 µM | 330,000 tested, 0.44% active | S. cerevisiae Candida pump triplex;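 active = plate passing quality check with inhibition over a set limit, or well fluorescence over plate mean plus 4 SD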;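 note: Nile Red retained in pooled yeast measured as flow cytometry median fluorescence; 0% = buffer negative control and 100% = Enniatin B positive control; higher means more Nile Red kept so more efflux inhibition; some compounds called inactive have numbers as strong as hits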
ZTA DNA inh = blocks Epstein-Barr virus ZTA, an EBNA-1 counter-screen; ZTA-DNA binding, fluorescence polarization; 320,000 tested, 0.15% active; inhibition, % at 11 µM; in the data active = inhibition above about 33%
Target sequence (P03206 whole entry, looked up): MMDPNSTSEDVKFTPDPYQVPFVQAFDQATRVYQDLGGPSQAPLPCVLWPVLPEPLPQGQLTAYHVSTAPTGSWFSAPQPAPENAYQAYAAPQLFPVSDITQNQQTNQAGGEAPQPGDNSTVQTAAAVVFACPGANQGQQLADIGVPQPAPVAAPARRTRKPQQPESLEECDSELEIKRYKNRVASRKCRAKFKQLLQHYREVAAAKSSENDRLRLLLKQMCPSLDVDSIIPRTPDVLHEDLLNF
PP5 inh = blocks human protein phosphatase 5 activity | inhibition, % at 6.7 µM | AID 1987 | 320,000 tested, 0.18% active | purified PP5c, OMFP substrate fluorescence | P53041;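 active = inhibition above the campaign's mean inhibition across all tested compounds plus 3 SD, cut at about 9.5% in these data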;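 note: 0% = DMSO only and 100% = 100 µM cantharidin control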
Target sequence (P53041 whole entry, looked up): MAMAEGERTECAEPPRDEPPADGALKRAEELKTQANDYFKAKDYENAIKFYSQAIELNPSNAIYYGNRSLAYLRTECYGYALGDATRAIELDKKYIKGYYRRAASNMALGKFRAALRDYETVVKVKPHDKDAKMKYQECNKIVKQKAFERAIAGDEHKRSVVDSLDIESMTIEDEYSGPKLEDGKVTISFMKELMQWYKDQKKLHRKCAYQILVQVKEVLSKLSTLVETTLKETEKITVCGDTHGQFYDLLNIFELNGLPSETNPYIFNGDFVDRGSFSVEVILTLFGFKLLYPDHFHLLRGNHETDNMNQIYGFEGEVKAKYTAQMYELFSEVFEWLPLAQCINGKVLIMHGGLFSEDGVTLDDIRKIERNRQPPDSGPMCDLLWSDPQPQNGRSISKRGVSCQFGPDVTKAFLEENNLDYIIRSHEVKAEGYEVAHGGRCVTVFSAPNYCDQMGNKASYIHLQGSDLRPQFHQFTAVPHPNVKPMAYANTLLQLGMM
* hit, by the source's call; / = no result given. Some of the compounds tested; count on the stated rates, not on these rows.

SMILES	EBNA-1 inh	PREPL inh	PP1 inh	TPT1 inhibitor	CTSL1 counter	HCV core dimer	Efflux pump mplx	ZTA DNA inh	PP5 inh
CCCc1cc(=O)[nH]c(SCC(=O)NC(=O)OCC)n1	-8.8	-5.9	-5.1	3.8	-0.6	0.2	0.2	-5.9	1.4
CC1(C)C2CCC(C2)C1(C)NC(=O)CNCc1cccs1 (centres undefined)	-9.7	-1.7	-4.2	-1.4	-4.3	-7.3	0.0	-25.5	3.7
Cc1c(C(=O)C(=O)NCCCn2ccnc2)c2ccccc2n1C	-3.1	6.4	0.1	-0.7	0.8	-1.2	0.3	4.8	1.4
CCCc1c(O)nc(SCCN(CC)CC)n(C(=O)c2ccccc2)c1=O	-3.6	0.7	-0.9	0.3	4.3	-1.1	0.0	-0.8	-0.5
Cc1ccc(N(CN2C(=O)C3CC=CCC3C2=O)C(=O)c2ccco2)cc1Cl (centres undefined)	9.8	-7.8	0.7	-2.6	-0.9	26.9	0.0	23.4	1.4
CCOC(=O)c1ccccc1NC(=O)CSc1ncc(C(=O)OCC)c(N)n1	-5.8	-8.0	2.5	5.9	-0.7	4.9	0.2	-0.2	5.1
O=C(NC(NC(=O)c1ccccc1)c1ccccc1)c1ccccc1	-5.3	-8.8	1.4	1.9	-1.5	-1.4	0.1	-2.6	1.3
CC1CCCCN1S(=O)(=O)c1ccc(C(=O)Nc2ccccc2-c2nc3ccccc3[nH]2)cc1 (centres undefined)	-3.6	-8.3	-1.2	1.6	1.1	12.5	0.0	-2.4	4.2
c1cc(C2CCCCC2)ccc1Oc1nc(N2CCOCC2)nc(N2CCOCC2)n1	4.9	-0.5	-3.5	-3.0	-0.6	2.9	0.3	22.0	0.6
Cc1cc(OC(=O)c2cccc(Br)c2)c([N+](=O)[O-])c(=O)[nH]1	-5.5	-12.9	3.3	-1.8	2.4	0.9	0.0	5.5	-1.1
Cn1c(-c2ccsc2)c(-c2cccs2)c2cc(-c3cccc4[nH]ccc34)ccc21	/	7.8	-5.5	/	/	/	-0.1	15.8	-2.2
Cc1cc(S(=O)(=O)Nc2ccc(C(=O)NCc3ccncc3)cc2)ccc1F	-7.4	-2.1	-4.2	-0.4	2.0	4.4	0.1	1.5	1.9
COc1cccc(OC)c1C(=O)N1CCN(Cc2ccncc2)CC1	-0.1	1.5	1.6	1.0	0.1	1.8	0.2	13.4	0.2
CC1(C)CC2CC(C)(CN2C(=O)C23CCC(C)(C(=O)O2)C3(C)C)C1 (centres undefined)	8.2	10.8	-3.0	0.1	0.1	-3.1	0.0	12.4	1.5
CCOc1ccc(C2/C(=C(\O)c3ccc4c(c3)OCCO4)C(=O)C(=O)N2CCN2CCOCC2)cc1OCC (centres undefined)	-3.4	-4.5	0.8	-1.8	-3.5	2.2	-0.3	1.2	0.4
CN(CC(=O)Nc1ccccc1Br)C(=O)c1ccc(COc2ccccc2)cc1	3.1	8.0	1.3	0.5	3.6	1.1	0.1	-13.5	1.0
COc1ccc(N(C(C)C(=O)N/N=C/c2ccc(OC)c(OC)c2)S(C)(=O)=O)cc1 (centres undefined)	-8.0	-7.3	-6.7	1.0	-4.5	-6.0	0.1	-5.9	2.2
CCCCOc1ccc(C(=O)NCC(=O)NCC(c2ccco2)N2CCCCC2)cc1 (centres undefined)	-0.7	1.2	-4.2	2.9	6.1	-3.3	0.0	0.6	-0.1
O=C(CCCN1C(=O)/C(=C/c2ccccc2)SC1=S)Nc1ccc(O)cc1	-3.7	30.1	1.7	-1.7	3.0	0.7	-0.2	-9.2	2.8
Cc1ccc(C(C(=O)NC(C)(C)C)N(CC2CCCO2)C(=O)Cn2nnc(-c3ccc(C)o3)n2)cc1 (centres undefined)	-11.3	-9.7	-2.2	-1.0	1.6	1.7	-0.2	5.8	1.9
CCOc1ccc(CC(=O)NNC(=S)NC)cc1Br	-10.3	22.1	-1.9	0.1	-9.1	-1.4	0.0	-11.7	3.4
C=CCN1C(=O)CSC1=Nc1ccc(C(=O)O)cc1	-7.5	9.5	-2.5	1.2	0.7	-1.4	0.1	-5.6	6.2
CSc1ccc(Cl)c(C(=O)OCC(=O)N(C)CCC#N)c1	9.1	1.1	-0.5	-2.4	-5.6	2.5	-0.1	9.7	-0.2
COc1ccc(CNC(=O)[C@@H](NC(=O)C2CCN(S(=O)(=O)c3ccc(C)cc3)CC2)C(C)C)cc1OC	-12.0	13.3	-3.6	0.2	1.5	-5.3	0.2	3.9	-2.4
CC(=O)Nc1ccc(S(=O)(=O)N(C)CC(=O)OCC(=O)N2CC(C)OC(C)C2)cc1 (centres undefined)	-6.5	4.6	-3.8	4.9	-5.2	0.8	0.0	-10.0	4.8
Additional results:
SMILES	EBNA-1 inh	PREPL inh	PP1 inh	TPT1 inhibitor	CTSL1 counter	HCV core dimer	Efflux pump mplx	ZTA DNA inh	PP5 inh
CCn1c(C)cc2c(c1=O)C(c1ccccc1)C(C(=O)OC)=C(N)O2 (centres undefined)	-8.7	14.4	-6.5	-1.7	-5.2	5.4	0.2	-13.8	2.5
N#Cc1ccccc1Sc1ccccc1C(=O)NCC(c1ccco1)N1CCCC1 (centres undefined)	-4.8	6.1	-0.9	4.2	4.7	1.0	0.0	0.5	-0.6
Cc1c(C)c2ccc(OCC(=O)N[C@@H](Cc3c[nH]c4ccccc34)C(=O)O)cc2oc1=O	3.7	-5.3	-2.7	-4.4	-1.2	0.7	-0.1	-24.4	3.5
CCC(Oc1ccccc1)C(=O)Nc1ccccc1C(=O)N1CCOCC1 (centres undefined)	15.0	-2.7	-1.7	-2.7	-3.0	-10.8	0.0	-5.9	2.6
COc1ccc(Nc2sc(C(=O)c3ccc(Cl)cc3)c(N)c2C(=O)Nc2ccccc2OC)cc1	11.0	25.5	5.0	3.5	2.3	23.8	0.0	-5.0	1.7
O=c1[nH]c(N/N=C\c2ccc3c(c2)OCO3)nc2ccccc12	-6.8	41.5	1.4	-1.2	5.4	1.0	0.0	-1.3	4.4
Fc1ccc(COc2ccccc2CNc2nn[nH]n2)cc1	-6.6	-2.2	-0.8	-2.0	-0.8	-0.4	0.1	-9.4	2.5
COc1cc([N+](=O)[O-])cc(/C=N/NC(=O)Cn2cncn2)c1O	-4.7	-4.6	-3.5	-3.1	1.6	-4.5	0.0	-7.0	2.8
CCNC(=O)COC(=O)c1ccc(S(=O)(=O)N2CCCCCC2)cc1	8.9	-3.9	2.4	-4.9	-2.4	-5.7	-0.1	18.8	-0.3
COc1ccc(N(CC(=O)Nc2c(C)cccc2C)S(=O)(=O)c2ccccc2[N+](=O)[O-])c(OC)c1	-5.7	-8.1	-2.2	-4.2	-0.5	8.4	0.1	17.8	1.6
CC(=O)N1CCCc2cc(S(=O)(=O)N(C)CCC#N)ccc21	0.6	-4.4	1.7	-4.8	1.3	-2.8	0.0	9.2	-0.2
CNS(=O)(=O)c1ccc(Cl)nc1	5.4	-6.3	-3.9	-2.8	-4.0	-1.1	-0.2	-14.2	1.1
CC(NC(=O)Cn1cc(C(F)(F)F)cc(Cl)c1=O)c1ccccc1 (centres undefined)	-5.0	-17.0	-2.9	-1.1	-1.2	-5.2	-0.1	-19.2	1.1
COc1ccc(NC2CCCN(C(=O)CCc3cccc(Cl)c3)C2)cc1 (centres undefined)	-10.6	24.4	-0.8	1.5	2.1	-4.2	0.5	-11.6	-7.3
CC(C)N(Cc1nc(-c2ccc(Cl)cc2)no1)C(=O)C(c1ccccc1)c1ccccc1	-5.4	5.8	5.6	-2.5	0.8	4.8	0.0	-6.2	3.1
Cc1cc(-c2ccc(Cl)cc2)oc(=O)c1NC(=O)c1ccccc1	13.1	-1.9	0.8	-12.0	0.5	6.9	-0.2	5.4	-0.3
CN(Cc1ccc(OC(F)F)cc1)C(=O)c1ccc2c(=O)n3c(nc2c1)CCC3	1.5	8.8	-2.4	-1.2	6.3	2.0	0.1	9.4	0.8
CCCOc1ccc(/C(O)=C2/C(=O)C(=O)N(CCCOC)C2c2cccnc2)cc1 (centres undefined)	-2.4	3.2	1.0	0.1	3.5	-3.1	-0.1	6.3	0.1
O=C(COc1nc2ccccc2nc1N1CCOCC1)Nc1cccc(S(=O)(=O)N2CCCCC2)c1	0.5	8.6	0.1	4.1	3.2	12.1	-0.5	7.0	0.5
O=C(N=C1SC2CS(=O)(=O)CC2N1c1cccc(F)c1)C1CC1 (centres undefined)	-13.1	10.4	-2.8	1.7	2.2	-3.4	0.1	9.7	-0.1
CCOC(=O)c1c(NC(=O)CCc2ccc(CC)o2)sc(C)c1C	8.4	12.4	0.5	-3.1	-0.4	-8.6	-0.2	-13.5	3.1
Cc1ccccc1C(=O)NC1CC2CCCC(C1)N2C(=O)Nc1ccccc1 (centres undefined)	-0.9	-0.9	-3.2	-0.1	-0.9	-6.3	-0.1	0.3	0.5
C#CCn1c(C)cc(C)c(S(=O)(=O)c2ccccc2)c1=O	-9.7	4.3	-2.3	-0.9	-4.0	-6.7	0.0	-25.1	-2.8
CC1CCCN(S(=O)(=O)c2cnc[nH]2)C1 (centres undefined)	12.2	-2.9	-2.7	0.8	-3.0	-4.2	0.1	11.3	-1.2
O=C(CCCn1c(=O)[nH]c2cc(Cl)ccc2c1=O)NCCCN1CCN(c2ccc(F)cc2)CC1	-6.9	-14.8	-2.0	-4.5	-5.7	-0.2	-0.1	-13.9	0.3

Fetched by structure from above:
SMILES	EBNA-1 inh	PREPL inh	PP1 inh	TPT1 inhibitor	CTSL1 counter	HCV core dimer	Efflux pump mplx	ZTA DNA inh	PP5 inh
Cc1ccccc1C(=O)NC1CC2CCCC(C1)N2C(=O)Nc1ccccc1 (centres undefined)	-0.9	-0.9	-3.2	-0.1	-0.9	-6.3	-0.1	0.3	0.5
Fc1ccc(COc2ccccc2CNc2nn[nH]n2)cc1	-6.6	-2.2	-0.8	-2.0	-0.8	-0.4	0.1	-9.4	2.5
O=C(N=C1SC2CS(=O)(=O)CC2N1c1cccc(F)c1)C1CC1 (centres undefined)	-13.1	10.4	-2.8	1.7	2.2	-3.4	0.1	9.7	-0.1
COc1ccc(NC2CCCN(C(=O)CCc3cccc(Cl)c3)C2)cc1 (centres undefined)	-10.6	24.4	-0.8	1.5	2.1	-4.2	0.5	-11.6	-7.3
CNS(=O)(=O)c1ccc(Cl)nc1	5.4	-6.3	-3.9	-2.8	-4.0	-1.1	-0.2	-14.2	1.1
Cc1c(C)c2ccc(OCC(=O)N[C@@H](Cc3c[nH]c4ccccc34)C(=O)O)cc2oc1=O	3.7	-5.3	-2.7	-4.4	-1.2	0.7	-0.1	-24.4	3.5
O=c1[nH]c(N/N=C\c2ccc3c(c2)OCO3)nc2ccccc12	-6.8	41.5	1.4	-1.2	5.4	1.0	0.0	-1.3	4.4

(continued)
SMILES	EBNA-1 inh	PREPL inh	PP1 inh	TPT1 inhibitor	CTSL1 counter	HCV core dimer	Efflux pump mplx	ZTA DNA inh	PP5 inh
CCOC(=O)C1CCN(C(=O)Nc2ccc(OCc3ccccc3)cc2)CC1	1.3	11.9	0.7	-3.0	-1.2	-1.0	-0.1	4.0	-0.5
O=C(c1ccc2c(c1)OCO2)C1CCCN(Cc2ccc3nsnc3c2)C1 (centres undefined)	8.5	-37.0	-6.1	-0.5	-0.8	5.8	0.0	-1.6	1.1
COc1ccc(OC)c(-n2c(SCC(=O)Nc3cccc(S(N)(=O)=O)c3)nc3ccccc3c2=O)c1	3.2	-13.3	-1.3	-1.0	0.5	8.8	0.0	4.8	2.5
CCCc1ccc2oc(C(=O)N3CCCC3)c(C)c2c1	-5.9	-5.2	4.6	-1.4	-0.8	2.6	0.0	-0.8	3.1
CCOC(=O)CNC(=O)C1COc2ccccc2O1 (centres undefined)	-7.3	-2.2	-3.9	-0.4	-3.2	-2.1	0.0	-1.7	2.6
O=C(CC1SC(N2CCCCC2)=NC1=O)Nc1ccc(C(=O)O)cc1 (centres undefined)	/	3.0	-0.2	/	/	/	-0.2	-1.9	0.7
